Mm-Cpn inhibitor – Inhibitors of TCP-1 ring complex (TRiC) of Methanococcus maripaludis (MmCpn): qHTS; Chaperonin Mm-Cpn (Methanococcus maripaludis); purified Mm-Cpn ATPase, ADP Transcreener TR-FRET; Potency, µM (top dose mostly 76.9 µM), inactives show at the top dose activity, negative = inhibition, most hits filed as inhibitors; hit rate 0.031% among 330,000; also: potency is read from the fitted curve at half-maximal effect; % is scaled to controls: 0 for no effect and ±100 for the full control effect; nearly all actives have a fitted effect of over 80% in size
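ATP (10 uM final) was added to archaeal chaperonin (25 nM final) after 10 min exposure to test compound at 37°C; after 30 min further incubation, ADP was detected by competitive TR-FRET.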
Abeta rescue – qHTS for compounds that reverse cellular toxicity of Amyloid beta (A-beta) peptide in yeast: Primary Screen; Potency, µM (highest dose often 46.1 µM), for the others: top-dose growth rescue, actives largely listed as activators; yeast expressing A-beta42, growth rescue, OD600, 48 h; response scale: 0% DMSO, 100% iron-clioquinol control; AID 1347071, 2019; hit rate 0.063% among 410,000; also: potency is read from the fitted curve at half-maximal effect; nearly all actives have a fitted effect of over 55% in size
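Yeast growth medium received pinned compounds, then yeast cells expressing toxic A-beta were added; plates incubated at 30 C for 48 hr. Growth read as absorbance at 600 nm, normalized to DMSO and equimolar FeCl3 plus clioquinol controls.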
PTHR1 agonist – qHTS for PTHR1 Agonists: Primary Screen; Potency, µM (titrated, usually from 115 µM), for inactives: at the highest dose activation, usual class: activators; HEK293 GP2 PTHR1 cells, GloSensor cAMP luminescence, 1 h; Parathyroid hormone/parathyroid hormone-related peptide receptor (Homo sapiens), Q03431; AID 743266, 2014; hit rate 0.075% among 410,000; also: potency is read from the fitted curve at half-maximal effect; nearly all actives have a fitted effect of over 55% in size; some results filed as inactive show a strong effect at the top dose; inactives centre near -15; many of its hits are not listed in these tables
Target sequence (Q03431 whole entry, looked up): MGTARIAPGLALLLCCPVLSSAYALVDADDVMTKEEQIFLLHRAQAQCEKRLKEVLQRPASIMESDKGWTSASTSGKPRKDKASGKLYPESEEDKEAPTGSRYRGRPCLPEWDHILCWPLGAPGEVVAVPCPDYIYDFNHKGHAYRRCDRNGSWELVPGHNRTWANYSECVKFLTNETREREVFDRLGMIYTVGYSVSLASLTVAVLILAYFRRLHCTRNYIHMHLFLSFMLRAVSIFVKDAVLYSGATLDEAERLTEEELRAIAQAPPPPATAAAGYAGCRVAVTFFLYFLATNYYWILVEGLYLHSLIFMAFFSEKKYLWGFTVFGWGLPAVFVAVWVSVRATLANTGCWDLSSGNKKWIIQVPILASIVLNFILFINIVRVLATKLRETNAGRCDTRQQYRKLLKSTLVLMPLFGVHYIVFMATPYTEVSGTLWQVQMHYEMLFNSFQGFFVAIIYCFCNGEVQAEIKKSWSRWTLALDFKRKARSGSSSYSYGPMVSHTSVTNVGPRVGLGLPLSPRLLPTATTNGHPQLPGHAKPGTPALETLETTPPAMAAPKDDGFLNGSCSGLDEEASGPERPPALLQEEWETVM
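HEK-293-derived GP2 cells expressing PTHR1 and a GloSensor cAMP reporter, 3,000/well, plated overnight, given luciferin plus IBMX (each 0.5 mM as added) for 1 h at 37 °C, then compound for 1 h at 37 °C. Luminescence was read after 15 min at room temperature.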
aSyn rescue – qHTS of alpha-syn Inhibitors; Potency, µM (top dose mostly 46.1 µM), for the others: at the top dose growth rescue (activation), actives largely listed as activators; AID 652106, 2013; hit rate 0.14% among 370,000; Yeast expressing alpha-synuclein, growth rescue, BacTiter-Glo, 24 h; also: potency is read from the fitted curve at half-maximal effect; % of control where 0% means no effect; nearly all actives have a fitted effect of over 65% in size
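Galactose-induced alpha-syn yeast (OD600=0.02, raffinose-pregrown) + pinned cpd, 24 hr, 30 deg C; growth by BacTiter-Glo luminescence. Growth restoration scores as activation.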
FUS suppressor – qHTS for Suppressors of FUS Proteinopathy: Primary screen using FUS-linked yeast assay; S. cerevisiae FUS-expressing, growth rescue, OD600, 24 h; Potency, µM (top dose mostly 76.6 µM), for the others: top-dose growth rescue (activation), most hits filed as activators; hit rate 0.24% among 390,000;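 also: potency is read from the fitted curve at half-maximal effect; plate controls were DMSO vehicle for no effect and reference control for full effect; nearly all actives have a fitted effect of over 55% in size; some results filed as inactive show a strong effect at the top dose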
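Cultures pregrown in 2.5% raffinose medium are shifted to minimal medium containing 2% galactose to express toxic FUS. Compounds are tested at several concentrations. After 24hr at 30C, growth is quantified at 600 nm absorbance.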
GLP1R cytotox – qHTS of GLP-1 Receptor Inverse Agonists: Cytotox Screen; HEK293 cAMP-luciferase reporter cells, luminescence, 24 h; Potency, µM (doses to about 38.3 µM), for the others: top-dose activity change, negative = inhibition, most hits filed as inhibitors; hit rate 0.13% among 410,000;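 also: loss of luciferase light is scored as toxicity; potency is read from the fitted curve at half-maximal effect; % is scaled to controls: 0 for no effect and ±100 for the full control effect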
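Here, cytotoxicity is scored as loss of luminescence. The MLSMR collection was tested on cells seeded in medium containing 10% Nu serum, with a 24 hr compound exposure preceded by 12 hours of culture.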
GLP1R inv ag – qHTS of GLP-1 Receptor Inverse Agonists (Inhibition Mode). Glucagon-like peptide 1 receptor (Homo sapiens), P43220. HEK293 GLP-1R CRE-luciferase, luminescence, 24 h; GLP-1R form is constitutively active. Potency, µM (doses to about 38.3 µM), for the others: top-dose activity change, negative = inhibition, hits mostly inhibitors. hit rate 1.6% among 410,000. AID 624417, 2012; also: potency is read from the fitted curve at half-maximal effect; % is scaled to controls: 0 for no effect and ±100 for the full control effect; nearly all actives have a fitted effect of over 55% in size
Target sequence (P43220 whole entry, looked up): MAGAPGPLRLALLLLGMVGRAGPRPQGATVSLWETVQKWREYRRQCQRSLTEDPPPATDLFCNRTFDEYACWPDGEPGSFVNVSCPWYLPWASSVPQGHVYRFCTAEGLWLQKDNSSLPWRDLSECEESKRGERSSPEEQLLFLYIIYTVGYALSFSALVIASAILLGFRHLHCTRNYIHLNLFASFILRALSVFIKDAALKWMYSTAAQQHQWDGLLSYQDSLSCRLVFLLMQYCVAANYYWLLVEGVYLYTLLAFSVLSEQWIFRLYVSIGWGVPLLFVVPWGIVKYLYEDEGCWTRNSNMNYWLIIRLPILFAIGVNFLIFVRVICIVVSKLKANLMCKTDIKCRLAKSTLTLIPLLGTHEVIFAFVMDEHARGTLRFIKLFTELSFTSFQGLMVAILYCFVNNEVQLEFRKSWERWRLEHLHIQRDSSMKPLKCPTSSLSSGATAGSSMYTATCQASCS
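Luminescence readout: a drop in cAMP-driven luciferase signal flags inverse agonism at a constitutively active GLP-1R stably expressed in HEK293. Compound exposure lasted 24 hr at 37 deg C, 5% CO2.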
TDP-43 yeast inh – qHTS of TDP-43 Inhibitors. TDP-43 expressing yeast growth rescue, BacTiter-Glo, 24 h. Potency, µM (series often up to 46.1 µM), for the others: at the top dose growth rescue (activation), actives largely listed as activators. hit rate 1.8% among 410,000; also: potency is read from the fitted curve at half-maximal effect; % of control where 0% means no effect; nearly all actives have a fitted effect of over 50% in size
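Yeast cells expressing TDP-43 under galactose induction are exposed to compounds for 24 hr at 30 deg C. BacTiter-Glo luminescence measures growth, so protective compounds score as activators.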
Akt phos inh – HTS Assay for Inhibitors of Akt Phophorylation: Primary Screen. Neuro2A IGF-stimulated pAkt S473 HTRF, 20 min; active compounds read low. activity change, % for hits at 50 µM. hit rate 0.32% among 360,000. AID 651550, 2012; in the data active = activity change below about -80%; inconclusive = mostly about -51% to -80%; also: % is scaled to controls: 0 for no effect and ±100 for the full control effect
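Neuro2A cells (4,500/well, DMEM with 0.5% FBS) were treated with compound at a single 50 µM final concentration, stimulated with 6 nM IGF for 20 min at 37 °C, and lysed. Phospho-Akt Ser473 was read by HTRF as 665/615 ratio ×10^4.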
Numbers without * were called inactive; i = inactive; u = inconclusive; x = no result given; [ ] = another dose, or the depositor's remark. Unless noted, calls follow the shape of the dose curve; as a rule, active = well fitted curve in the direction sought with a large enough effect; inconclusive = small, poorly fitted or top-dose-only effect, or another doubt; inactive = no such curve, though single readings can be large; an effect the other way counts as inactive or inconclusive.

SMILES	Mm-Cpn inhibitor	Abeta rescue	PTHR1 agonist	aSyn rescue	FUS suppressor	GLP1R cytotox	GLP1R inv ag	TDP-43 yeast inh	Akt phos inh
COc1ccc2[nH]c(=S)cc(C)c2c1	-10%	u	19%	-1%	17%	-9%	15%	0%	i
CN(C)CCN(Cc1ccco1)C(=O)c1cc2c(s1)-c1ccccc1OC2	x	-19%	u	x	14%	-11%	-4%	-8%	x
COc1cccc(CSc2nc3cc(OC)c(OC)cc3c3nc(CCn4nc(C)cc4C)nn23)c1	x	-19%	10%	x	-10%	21%	19%	-20%	x
Cc1cccc2c(N)c3c(nc12)CCCC3 (tested in a mixture with another compound)	0%	13%	i	2%	-38%	-1%	18%	16%	i
CC(C)(C)c1ccc(C(=O)NNC(=O)c2ccncc2)cc1	1%	-4%	-19%	-6%	-23%	-1%	6%	25%	i
N#C/C(=C/c1ccc(N2CCCCCC2)o1)c1ccc(F)cc1	x	-94%[inhibitor]	-26%	-71%[inhibitor]	2%	u	u	-25%	i
COCC(C)n1c(SCc2nc(N)nc(Nc3ccccc3C)n2)nc2ccccc2c1=O (stereo not drawn)	1%	37%	-9%[57.5 µM]	1%	48%	-11%	2%	-4%	i
CCNc1nc(NCC)n2c(SCC(=O)Nc3ccc(OC)c(OC)c3)nnc2n1	-8%	-15%	-9%	-13%	5%	-14%	10%	13%	i
CCN(CC)c1ncc(C)c(=O)[nH]1	-1%	17%	i	0%	-20%	74%[activator]	15%	-7%	i
CC(C)CNC(=S)NC(=O)c1ccc(F)cc1	0%	-17%	i	-3%	x	u	u	14µM*	i
Cc1c(C(=O)OCCOc2ccccc2)[nH]c2c1C(=O)CC(c1ccc(C(C)(C)C)cc1)C2 (stereo not drawn)	x	-18%	-45%[inhibitor]	x	-10%	11%	0%	14%	x
CCOc1ccc(-c2cc(C(=O)N/N=C(\C)c3cccnc3)c3ccccc3n2)cc1	-3%	-5%	-17%	0%	u	-14%	-13%	-9%	i
Cc1ccc(S(=O)(=O)Nc2ccc(Cl)cc2O)cc1	x	7%	i	5%	-2%	5%	-9%	17%	i
CCC1=C2CC[C@H]3C(=O)N(C)C(=O)[C@H]3[C@H]2[C@@]2(Cc3ccccc3)C(=NCC(=O)OC)OC(=O)N2C1=O	-1%	-10%	-4%	-1%	-32%	-1%	15%	5%	i
CCOC(=O)C1CCN(Cc2cccc(Oc3ccc(Cl)cc3)c2)CC1	-2%	-1%	-80%[inhibitor]	10%	-9%	1%	u	2%	i
O=C(C(c1ccccc1)c1ccccc1)N1CCN(CC(O)COc2ccccc2)CC1 (stereo not drawn)	1%	-10%	-38%[inhibitor]	0%	22%	0%	u	-14%	i
CCOc1ccccc1CN1CCNC(=O)C1CC(=O)NCCc1ccccn1 (stereo not drawn)	-1%	-3%	i	-1%	17%	-2%	-28%	-6%	i
Cc1nc2c(OCc3ccc(C(F)(F)F)cc3)cccn2c1N(C)CC1CC1	x	15%	-35%[inhibitor]	0%	0%	-20%	u	0%	i
CCN(c1ccccc1)S(=O)(=O)c1ccc(Cl)c(NC(=O)Nc2ccc(Cl)cc2C#N)c1	0%	8%	-21%	5%	u	u	u	-12%	i
Cc1ccc(C(=O)Nc2ccccc2C(=O)OCc2cc(=O)n3nc(C(C)C)sc3n2)cc1	x	-24%	-21%	x	-12%	-9%	7%	12%	x
CC(C)=CCc1c(O)cc2oc3c(CC=C(C)C)c(O)c(O)c(CC=C(C)C)c3c(=O)c2c1O	-1%	-24%	-16%	11%	22%	u	u	3%	i
COc1ccc(-c2c(C)oc3ccc(C)cc23)cc1	1%	-1%	i	-8%	8%	11%	-8%	-6%	i
COc1ccc(C2CC(c3cccs3)=NN2C(=O)CSc2nc(=O)n3ccc(C)cc3n2)cc1 (stereo not drawn)	u	3%	-22%	1%	u	-11%	29%	16%	i
CC(=O)Oc1ccc(Cn2c(C)c(C(=O)NCc3ccc4c(c3)OCCO4)sc2=O)cc1	x	4%	-53%[inhibitor]	2%	31%	5%	17%	15%	i
O=C(NC(=S)N1CCc2ccccc21)c1ccccc1	-4%	30%	-2%	-2%	23%	4µM*	u	u	i
O=C(NCCC1=CCCCC1)c1c(O)nc2sccn2c1=O	-1%	-18%	-2%	-16%	5%	-4%	u	-50%	i
O=C(NCc1ccco1)C1CCCN(c2ncnc3c2nc2n3CCCCC2)C1 (stereo not drawn)	-5%	8%	-24%	11%	0%	-5%	u	3%	i
COc1ccc(Cc2nnc(NC(=O)c3cc(OC)c(OC)c(OC)c3)s2)cc1	0%	10%	-37%[inhibitor]	3%	27%	1%	-15%	23%	i
CC(=O)Nc1ccc(C(C)=NNC(=O)C2CCCC2)cc1	x	-11%	i	-7%	-10%	3%	33%[activator]	6%	i
CCOc1ccc(NC(=O)Nc2ccon2)cc1	-1%	-5%	i	-9%	21%	-17%	-7%	7%	i

A draw from above in order of molar mass, rising:
SMILES	Mm-Cpn inhibitor	Abeta rescue	PTHR1 agonist	aSyn rescue	FUS suppressor	GLP1R cytotox	GLP1R inv ag	TDP-43 yeast inh	Akt phos inh
CCN(CC)c1ncc(C)c(=O)[nH]1	-1%	17%	i	0%	-20%	74%[activator]	15%	-7%	i
Cc1cccc2c(N)c3c(nc12)CCCC3 (tested in a mixture with another compound)	0%	13%	i	2%	-38%	-1%	18%	16%	i
CCOc1ccc(NC(=O)Nc2ccon2)cc1	-1%	-5%	i	-9%	21%	-17%	-7%	7%	i
CC(=O)Nc1ccc(C(C)=NNC(=O)C2CCCC2)cc1	x	-11%	i	-7%	-10%	3%	33%[activator]	6%	i
CCOC(=O)C1CCN(Cc2cccc(Oc3ccc(Cl)cc3)c2)CC1	-2%	-1%	-80%[inhibitor]	10%	-9%	1%	u	2%	i
Cc1ccc(C(=O)Nc2ccccc2C(=O)OCc2cc(=O)n3nc(C(C)C)sc3n2)cc1	x	-24%	-21%	x	-12%	-9%	7%	12%	x
COCC(C)n1c(SCc2nc(N)nc(Nc3ccccc3C)n2)nc2ccccc2c1=O (stereo not drawn)	1%	37%	-9%[57.5 µM]	1%	48%	-11%	2%	-4%	i
CCN(c1ccccc1)S(=O)(=O)c1ccc(Cl)c(NC(=O)Nc2ccc(Cl)cc2C#N)c1	0%	8%	-21%	5%	u	u	u	-12%	i

Returning to the listing, starting 2 compounds before the break.
SMILES	Mm-Cpn inhibitor	Abeta rescue	PTHR1 agonist	aSyn rescue	FUS suppressor	GLP1R cytotox	GLP1R inv ag	TDP-43 yeast inh	Akt phos inh
CC(=O)Nc1ccc(C(C)=NNC(=O)C2CCCC2)cc1	x	-11%	i	-7%	-10%	3%	33%[activator]	6%	i
CCOc1ccc(NC(=O)Nc2ccon2)cc1	-1%	-5%	i	-9%	21%	-17%	-7%	7%	i
NC(=O)CN1CCN(S(=O)(=O)c2ccc(Cl)cc2)CC1	0%	-11%	-14%	-2%	2%	1%	47%[activator]	10%	i
O=C(Cn1ncc2c1-c1ccccc1OC2)Nc1ccc(Cl)cn1	-5%	31%	-1%	0%	-17%	10%	-22%	18%	i
Cc1ccc(CNC(=O)c2ccc(CNc3c(N4CCCC4)c(=O)c3=O)cc2)cc1	-2%	-9%	i	-2%	12%	11%	0%	6%	i
CC(NC(=O)Nc1nccs1)(C(F)(F)F)C(F)(F)F	0%	25%	i	-3%	5%	3%	u	16%	i
O=C(c1cccc(C(F)(F)F)c1)N1CCC(=O)N(C(CO)Cc2ccccc2)CC1 (stereo not drawn)	x	-2%	-11%	1%	4%	0%	-10%	21%	i
CC1CCC/C(=N/NC(=O)c2ccccc2-n2cccc2)C1 (stereo not drawn)	1%	29%	i	-3%	x	-3%	1%	18%	i
O=C(CCC(=O)N1CCSc2ccccc21)NCc1ccccc1Cl	x	-7%	-14%	x	16%	-1%	-17%	6%	x
O=C(Nc1ccc(N2CCOCC2)cc1)c1ccc2c(c1)OCO2	-5%	-14%	i	-2%	10%	20%	u	-19%	i
COc1ccc(CC2C(=O)OC(C)(C)OC2=O)cc1	1%	14%	i	10%	-8%	3%	8%	26%	i
N=C1C(=O)OCC1c1cc(Cl)ccc1NC(=O)Nc1ccccc1 (stereo not drawn)	-1%	3%	i	x	-13%	1%	0%	6%	x
S=C(NCCCN1CCOCC1)N1CCN(c2nc(-c3ccc(Cl)cc3)cs2)CC1	1%	-24%	-29%	-1%	26%	u	3.5µM*	-23%	i
Cc1ccc(S(=O)(=O)NCc2ccccc2)cc1C(=O)N(C)Cc1ccc(F)cc1	0%	7%	-33%[inhibitor]	4%	13%	10%	-15%	7%	i
CCOc1ccc(/C(O)=C2\C(=O)C(=O)N(c3ccccn3)C2c2ccccc2F)c(C)c1 (stereo not drawn)	x	-35%[inhibitor]	-10%	0%	33%	-4%	-34%	-28%	i
COc1cc(C(=O)Nc2ccc(-c3nc4cc(C)c(C)cc4o3)cc2)cc(OC)c1OC	x	-4%	i	x	7%	2%	-8%	u	x
Cc1[nH]n(-c2ccccc2)c(=O)c1/C=N/NC(=O)COc1ccccc1[N+](=O)[O-]	-3%	6%	-23%	-1%	6%	-19%	u	14%	i

This is a subset (hit frequency here may not be typical).
